BioA inh: M. tuberculosis BioA enzyme inhibitors, primary screen, biochemical, plate reader, single point, HTS; purified M. tuberculosis BioA enzyme; inhibition, % at 9.99 µM; hit rate 0.096% among 360,000; in the data active = inhibition above about 40%; inconclusive = no clear call, values can overlap the other calls
BoNT-F LC inh: BoNT/F light chain protease inhibitors, primary screen, biochemical, flow cytometry, MLPCN library; hit rate 0.22% among 360,000; AID 588497, 2011; Multiplex microsphere protease cleavage assay; inhibition, % at 10 µM; Botulinum neurotoxin type F light chain protease (Clostridium botulinum); in the data active = inhibition above about 35%, passing the limit was not always enough; inconclusive = no clear call, values can overlap the other calls; note: plate controls were buffer without enzyme for full effect and enzyme alone for no effect
GDH-TPI inh: GDH-TPI coupling enzyme inhibitors, primary screen, artefact control for M. tuberculosis FBA inhibitor project, biochemical, absorbance, full deck | GDH-TPI coupled enzyme counterscreen, NADH absorbance | inhibition, % at 4.8 µM | hit rate 1.2% among 360,000 | AID 588335, 2011; in the data active = inhibition above about 30%;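 note: 0% = DMSO wells and 100% = wells lacking the enzyme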
FadD28 FP inh: inhibitors of FadD28 bisubstrate probe binding, primary screen, biochemical, fluorescence polarization, single point. inhibition, % at 12.5 µM. hit rate 0.22% among 360,000. AID 588549, 2011; in the data active = inhibition above about 8.5%, passing the limit was not always enough; inconclusive = no clear call, values can overlap the other calls
MazF activator: activators of E. coli MazEF toxin-antitoxin RNase, primary screen, biochemical, fluorescence, uHTS; activation, % at 20 µM; FAM/BHQ RNA-DNA oligo cleavage fluorescence, 5 h; hit rate 0.32% among 350,000; Endoribonuclease toxin MazF (Escherichia coli (strain K12)), P0AE70; in the data active = activation above about 50%
Target sequence (P0AE70 whole entry, looked up): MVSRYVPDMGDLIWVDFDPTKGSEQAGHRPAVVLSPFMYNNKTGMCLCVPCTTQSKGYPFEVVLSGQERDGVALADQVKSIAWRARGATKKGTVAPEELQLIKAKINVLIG
Mtb UGM inh: M. tuberculosis UGM enzyme inhibitors, primary screen, biochemical, fluorescence polarization, single point; UDP-galactopyranose mutase (Mycobacterium tuberculosis (strain ATCC 25618 / H37Rv)), …; purified UGM, fluorescence polarization probe displacement; inhibition, % at 10 µM; hit rate 0.06% among 320,000; in the data active = inhibition above about 10%, passing the limit was not always enough; inconclusive = no clear call, values can overlap the other calls
Target sequence (P9WIQ1 whole entry, looked up): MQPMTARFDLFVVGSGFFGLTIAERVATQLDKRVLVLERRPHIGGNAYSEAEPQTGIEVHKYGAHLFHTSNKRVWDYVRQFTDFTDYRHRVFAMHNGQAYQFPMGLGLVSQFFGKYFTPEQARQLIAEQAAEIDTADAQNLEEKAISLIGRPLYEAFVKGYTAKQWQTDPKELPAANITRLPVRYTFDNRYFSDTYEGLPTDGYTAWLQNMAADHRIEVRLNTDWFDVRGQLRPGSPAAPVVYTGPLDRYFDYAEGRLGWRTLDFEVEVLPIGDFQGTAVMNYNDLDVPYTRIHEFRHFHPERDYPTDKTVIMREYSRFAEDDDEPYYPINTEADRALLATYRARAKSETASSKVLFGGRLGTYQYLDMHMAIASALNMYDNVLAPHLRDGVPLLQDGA
PrPC surface inh: inhibitors of human cell surface prion protein PrPC, primary screen, cell-based, TR-FRET | hit rate 0.43% among 370,000 | Major prion protein (Homo sapiens), P04156 | inhibition, % at 13.8 µM | TR-FRET read-out; in the data active = inhibition above about 24%; note: 0% = median of the test wells and 100% = reference compound wells
Rv3671c inh: Rv3671c serine protease inhibitors, primary screen, biochemical, fluorescence polarization, M. tuberculosis H37Rv | inhibition, % at 5.96 µM | AID 2606, 2010 | P9WHR9 | hit rate 0.048% among 320,000; in the data active = inhibition above about 38%;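 note: extracellular domain of Rv3671c used as enzyme; 0% = enzyme with DMSO and 100% = no enzyme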
Target sequence (P9WHR9 whole entry, looked up, the tested form may be a part): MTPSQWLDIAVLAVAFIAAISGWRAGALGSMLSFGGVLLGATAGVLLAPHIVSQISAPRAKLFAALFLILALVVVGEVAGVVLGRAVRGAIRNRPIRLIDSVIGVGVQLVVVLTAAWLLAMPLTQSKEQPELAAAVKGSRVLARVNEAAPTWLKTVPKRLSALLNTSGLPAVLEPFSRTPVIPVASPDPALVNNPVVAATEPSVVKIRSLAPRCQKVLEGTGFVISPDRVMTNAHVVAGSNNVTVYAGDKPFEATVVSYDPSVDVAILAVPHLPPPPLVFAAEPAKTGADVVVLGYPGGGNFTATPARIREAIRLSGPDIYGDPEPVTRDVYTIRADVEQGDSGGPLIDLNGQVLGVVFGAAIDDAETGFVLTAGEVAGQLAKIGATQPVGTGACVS
Mtb FBA inh: Mtb FBA enzyme inhibitors, primary screen, biochemical, fluorescence, strain H37Rv. purified M. tuberculosis FBA, fluorescence read-out. inhibition, % at 1 µM. hit rate 2.3% among 360,000; in the data active = inhibition above about 27%;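 note: 0% = vehicle and 100% = reference inhibitor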
* hit, by the source's call; ? = inconclusive; . = no result given.

Below each SMILES: Rv3671c inh	MazF activator	PrPC surface inh	Mtb FBA inh	FadD28 FP inh	BoNT-F LC inh	Mtb UGM inh	GDH-TPI inh	BioA inh
Cc1cc(C)c2cc(C(=O)Nc3ccc4c(c3)OCO4)[nH]c2c1
  11	13	3	.	.	.	-2.5	.	.
Cc1cc(C(=O)Nc2ccccc2C(=O)O)ccc1NC(=O)COc1cccc(C)c1C
  -8	-3	-3	2	-0.4	6	-0.4	-2	-1.1
COc1ccc(NC(=O)c2ccccc2NC(=O)c2ccco2)c(OC)c1
  -3	-2	-6	5	-1.5	-1	1.8	4	2.2
COc1ccc(OC)c(CC(=O)N(C)C2CCCN(Cc3ccccc3F)C2)c1 (stereo not given)
  8	16	-7	4	-0.5	?	2.6	-6	-0.2
C[C@H]1O[C@@H](OC2CC[C@]3(C=O)[C@H]4CC[C@]5(C)[C@@H](C6=CC(=O)OC6)CC[C@]5(O)[C@@H]4CC[C@]3(O)C2)CC2OC(C)(C)OC21 (stereo not given in full)
  0	13	-4	1	-1.3	-19	2.1	6	.
COc1ccc(-n2nc(C(=O)N3CCCCC3)c(C)c(C#N)c2=O)cc1
  2	-3	-50	2	-2.8	-1	0.5	1	.
O=[N+]([O-])C1=CC=C2C(=NC3(CCCCC3)N2O)C1=NCCO
  -1	16	-34	-4	1.0	-4	1.4	3	-1.3
COc1ccccc1CNC(=O)C1COc2ccccc2O1 (stereo not given)
  2	-2	-10	-6	-0.8	-65	1.2	0	1.2
CN1CCC(N(C)C(=O)c2cc(S(=O)(=O)N3CCOCC3)ccc2Cl)CC1
  5	2	3	0	.	-8	-5.4	7	-1.7
COCCSc1ccccc1C(=O)NCc1cccnc1
  5	-8	-5	0	1.8	3	-2.4	0	-1.3
COc1ccc(-n2c(=S)[nH]c3cc(C(=O)N(C)Cc4ccccc4)ccc3c2=O)cc1
  -7	6	2	-4	-1.1	-5	-2.0	-1	-0.3
CCCCNC(=O)C1CC(=O)N(C2CCCCC2)C1 (stereo not given)
  -18	6	5	3	-1.0	0	-1.3	7	.
CC(C)=NNc1nc2c(c(=O)[nH]c(=O)n2C)n1CCc1ccccc1
  10	4	-7	15	-2.4	-11	-0.2	0	.
O=C(CNC(=O)c1ccccc1Br)NCCSc1ccc(Br)cc1
  0	2	-4	3	-1.7	-4	-4.1	-2	0.4
O=C(OCC(=O)N1CCN(S(=O)(=O)c2ccccc2)CC1)c1ccc([N+](=O)[O-])o1
  -20	5	-2	0	-3.3	-9	1.6	0	-0.8
O=C(COC(=O)CCc1nc2ccccc2s1)Nc1nc(-c2ccccc2)cs1
  -2	-14	3	1	-0.8	-5	-2.6	13	.
Cc1noc(C)c1C(=O)N1CCC(C(=O)c2ccccc2)CC1
  -14	4	-4	-5	-3.4	?	-2.9	2	0.3
Cc1cccc(C(=O)OC(C)CN2CCCC2)c1 (stereo not given)
  -3	3	-3	2	-0.5	9	2.0	2	-1.1
O=C(CSc1n[nH]c(-c2ccccc2)n1)NCc1cccc(C(=O)O)c1
  -1	10	4	-1	-0.4	-1	3.5	2	.
CS/C(=C\[N+](=O)[O-])Nc1ccc(Cl)cc1
  -7	-3	8	3	1.4	-6	0.1	12	-0.4
Cc1cccc(C)c1NC(=O)CS(=O)CC(=O)NC1CCCc2ccccc21 (stereo not given)
  -1	1	-1	1	-1.9	-2	-2.1	-4	-0.8
COc1cnc(-c2ccccn2)nc1Oc1ccc(C(C)(C)C)cc1
  13	14	-8	3	-2.6	-16	-0.1	5	1.6
COc1ccc(C2N(C(=O)C(F)(F)F)C(C)CN2S(=O)(=O)c2ccc(C)cc2)cc1 (stereo not given)
  -13	0	3	1	-2.6	-1	2.4	-8	-0.3
O=C(OCC(=O)N1CCc2ccccc21)c1cccnc1Cl
  -1	2	.	0	-11	2	2.1	-8	4.2
O=C1CCC/C(=N/NC(=O)c2cc(NS(=O)(=O)c3cccs3)cc(NS(=O)(=O)c3cccs3)c2)C1
  -11	-1	-6	0	3.1	0	-1.9	20	.
CCC(CC)C(=O)NC1CCSC1=O (stereo not given)
  2	6	0	0	-3.0	-2	-1.9	8	-0.6
CCOC(=O)C1=C(C)NC(=O)NC1c1ccc(OCCO)c(OC)c1 (stereo not given)
  1	-1	8	2	1.1	5	0.0	3	0.6
CC(c1ccccc1)n1c(-c2cccs2)nc2c(c(=O)c3ccccc3n2C)c1=O (stereo not given)
  -6	4	-1	2	1.5	-1	2.6	-1	-3.3
CCOC(=O)NC(O)C(=O)c1cccs1 (stereo not given)
  -10	10	0	-1	-1.7	-10	-3.0	-2	-0.5
Cc1ccc(S(=O)(=O)N2CCCCC2)cc1NCC(=O)Nc1ccc(Br)cc1F
  .	-13	23	-4	-1.5	3	.	1	-0.5
CCC(=O)Nc1ccc(NC(=O)CSc2nnnn2-c2ccc3c(c2)OCCO3)cc1
  5	-4	-4	-1	-1.7	2	0.8	10	.
CCS(=O)(=O)N1Cc2ccccc2CC1C(=O)OCC(=O)Nc1ccc(SC(F)F)cc1 (stereo not given)
  -12	3	2	2	-1.6	5	-4.6	7	-1.3
COc1ccccc1S(=O)(=O)Nc1cc(S(=O)(=O)N2CCCCC2)ccc1N1CCOCC1
  -3	-3	0	0	-1.9	-2	1.7	4	.
Cc1cc(C)nc(NNS(=O)(=O)c2ccc(F)c(Cl)c2)n1
  -13	-2	0	-2	-3.2	8	-0.6	-5	-1.5
O=C(NCCCc1ccccc1)c1c(O)nc2sccn2c1=O
  5	6	3	0	0.3	-6	0.0	2	-1.1
Cc1ccccc1CN(c1ccc(C(=O)NCCC2=CCCCC2)cc1)S(C)(=O)=O
  -4	-2	5	1	-0.4	-8	-1.7	7	1.5
CCC(=O)Nc1ccc(-c2ccc(N3CCC(C)CC3)nn2)cc1
  -4	9	.	14	-4.3	-2	-0.3	11	-1.1
CCCn1c(SCC(=O)NCc2cccs2)nc2c1c(=O)n(C)c(=O)n2C
  6	7	4	2	0.5	12	-0.1	-2	-0.8
COc1ccccc1OCC(=O)O/N=C(\N)c1ccccn1
  0	6	6	1	-0.3	-9	2.2	13	.
Cc1ccc(OCCC(=O)OCC(=O)NC(=O)NC2CCCC2)cc1
  11	-3	1	-1	-3.1	-6	0.2	-4	.
COc1ccccc1-c1oc2ccccc2c1-c1ccc2c(c1)OCO2
  -9	5	0	12	-8.1	-1	0.6	-1	-0.8
Cc1cc2c(Nc3ccc(C(=O)O)cc3)ncnc2s1
  -3	-17	-5	2	-2.1	?	0.0	15	-0.2
CC1(CC(=O)N/N=C/c2ccc(-c3ccc(Cl)cc3)o2)OCCO1
  -12	1	-9	0	0.2	4	-1.3	55*	-1.8
CN(C)S(=O)(=O)N1CCN(C(=O)c2cccc(Br)c2)CC1
  -3	0	-1	0	-2.0	-1	1.2	10	0.0
COC(=O)C1=C(c2cccc(OCc3ccccc3)c2)C[C@@H]2CC[C@H]1N2C(=O)NCc1ccc(OC)c(OC)c1
  -11	6	1	-2	-3.0	-5	1.1	2	-0.1
CCOc1ccc(CNCCN2CCCC2)cc1
  3	13	-1	0	-2.2	?	2.0	-2	-0.2
Cc1cc(-c2ccccc2)nc2c(Br)c(=O)[nH]n12
  2	3	-4	-2	-2.0	-6	-0.3	4	.
OC(Cc1ccnc2ccccc12)C(Cl)(Cl)Cl (stereo not given)
  .	12	1	-3	-5.8	0	.	-9	.
O=C(CSc1nnc(CNC(=O)c2cccs2)o1)Nc1ccccc1F
  -2	-2	-5	-2	0.1	-1	-0.4	1	-0.2
O=C(c1cccs1)C1CCCN(Cc2nc(Cc3ccccc3F)no2)C1 (stereo not given)
  -5	-6	-2	-2	0.0	-5	0.7	2	.
COc1cccc(C(=O)SC2=NCCS2)c1
  -4	8	1	-4	-7.3	4	0.6	-5	.
OCCCNc1nc(-c2ccccc2)nc2c1oc1ccccc12
  -5	6	3	0	-5.0	?	-0.2	3	.
O=C(C(=O)N1CCCCC1)c1c(-c2ccccc2)[nH]c2ccccc12
  -9	7	-1	-1	-2.4	-18	-3.3	26	5.1
Cc1cc(C)nc(N/C(=N\S(=O)(=O)Cc2ccccc2)Nc2cccc(Cl)c2C)n1
  4	8	-4	-2	-1.3	-1	1.9	-4	-1.1
Cc1ccc(NC(=O)Cc2csc(-c3ccccc3)n2)cc1F
  -7	11	6	-3	-0.9	-5	-0.8	-3	.
COc1ccc(-c2noc(C3CCCN(C(=O)c4ccccc4)C3)n2)cc1 (stereo not given)
  -3	1	7	1	-3.8	-2	0.1	2	0.6
CN(C(=O)COC(=O)C1=COCCO1)c1c(N)n(Cc2ccccc2)c(=O)[nH]c1=O
  6	1	-2	-1	-4.4	-3	1.3	-2	.
CC1CN(CC(O)COc2ccccc2C(C)(C)C)CC(C)O1 (stereo not given)
  3	2	-3	1	-1.4	8	-0.7	-6	1.8
O=[N+]([O-])c1cccc(/C=C/c2nc[nH]c2[N+](=O)[O-])c1
  -8	-2	-12	-11	-2.3	-3	-1.7	42*	-0.4
COc1ccccc1CC(NC(C)=O)C(=O)NC1CCN(C(=O)Nc2ccc(F)cc2)CC1 (stereo not given)
  7	1	-4	-3	-3.1	-7	0.7	10	0.0

(listing goes on)
Below each SMILES: Rv3671c inh	MazF activator	PrPC surface inh	Mtb FBA inh	FadD28 FP inh	BoNT-F LC inh	Mtb UGM inh	GDH-TPI inh	BioA inh
CCOC(=O)c1nnsc1N
  1	8	-7	2	2.3	-20	2.1	-11	0.1
CC(C(=O)O/N=C(\N)c1cccnc1)c1ccc([N+](=O)[O-])cc1 (stereo not given)
  -4	-3	-7	2	-1.0	0	-1.3	8	.
CC(C)(C)[C@@H]1COC(=O)[C@H](Cc2ccc(F)cc2)C/C=C\C[C@@H](CC(=O)N(CCO)Cc2ccccc2)C(=O)N1
  -13	0	3	-2	-1.8	-8	-3.6	9	-0.7
CN(CC(=O)Nc1ccc(F)c(F)c1F)c1ncnc2sccc12
  0	2	5	1	-3.1	5	6.0	-3	.
c1ccc(CCNC2=NCCS2)cc1
  -3	-19	1	4	-0.7	16	0.8	-3	2.4
O=C(NCCCn1ccnc1)c1nc(Cn2ccc([N+](=O)[O-])n2)no1
  -10	13	2	-1	-1.8	-2	-1.2	6	2.0
Cc1[nH]c2ccccc2c1/C=C/c1nc2ccccc2c(=O)n1-c1ccc([N+](=O)[O-])cc1
  4	589*	-5	-3	2.8	6	0.3	10	.
COc1ccc(S(=O)(=O)Nc2cccc(SC)c2)cc1C(=O)N1CCOCC1
  3	4	7	0	-4.3	12	-0.3	-9	0.3
Cc1ccc(C(CC(=O)O)NC(=O)c2ccc(S(=O)(=O)N3CCCC3)cc2)cc1 (stereo not given)
  .	-1	-9	-3	-3.5	-3	.	9	-1.2

Record cards, as listed above.
`CC(C(=O)O/N=C(\N)c1cccnc1)c1ccc([N+](=O)[O-])cc1` (stereo not given) is listed as Rv3671c inh: -4; MazF activator: -3; PrPC surface inh: -7; Mtb FBA inh: 2; FadD28 FP inh: -1.0; BoNT-F LC inh: 0; Mtb UGM inh: -1.3; GDH-TPI inh: 8; BioA inh: .
`CC(C)(C)[C@@H]1COC(=O)[C@H](Cc2ccc(F)cc2)C/C=C\C[C@@H](CC(=O)N(CCO)Cc2ccccc2)C(=O)N1` is listed as Rv3671c inh: -13; MazF activator: 0; PrPC surface inh: 3; Mtb FBA inh: -2; FadD28 FP inh: -1.8; BoNT-F LC inh: -8; Mtb UGM inh: -3.6; GDH-TPI inh: 9; BioA inh: -0.7

Screening results (PubChem)

Rows were taken by chance, and some 4.8% of all compounds hit somewhere here.
